LGR2 antag: inhibitors of bursicon-induced LGR2 CRE-luciferase signal, primary screen, cell-based, HEK293, CRE-luciferase reporter, bursicon stimulation; Drosophila bursicon receptor LGR2 (rickets); bursicon-stimulated, 4 h; actives 0.35% (n = 380,000); inhibition, % at 9.99 µM; AID 720647, 2013;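 active means drop in luminescence signal, shown as inhibition above about 50% in the replicate tests, limit read from the data, passing the limit was not always enough; inconclusive means probably only some replicates passing the limit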;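 further: agonist challenge used bursicon conditioned medium at about half maximal strength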
FN deposition inh: inhibitors of fibronectin matrix deposition, primary screen, AH1F cells, Alexa488-fibronectin fluorescence, plate reader; AH1F fibroblasts, overnight; inhibition, % at 12.6 µM; actives 0.086% (n = 350,000);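 active means mean inhibition across replicates of 30% or more, regardless of how many single replicates reach that level; inconclusive means mean under 30% yet at least half of replicates reach 30%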;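 further: positive control wells lacked labelled fibronectin entirely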
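test system = AH1F fibroblasts assembling fluorescent fibronectin matrix | quantity = 10000 AH1F cells per well | buffer or medium = DMEM plus 2% serum, read in PBS | doses = single dose, pinned | incubation = 1 h cell attachment, overnight exposure to compound and label | detection = fluorescence at 485 nm excitation, 525 nm emission | read-out basis = inhibition from reduced deposited-fibronectin fluorescence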
Numbers without * were called inactive; ? = inconclusive. An excerpt. The share of hits here may be higher or lower than overall.

1) c1ccc(OCCN2CCN(Cc3nc(-c4ccc5c(c4)OCO5)no3)CC2)cc1
2) O=C(CSCCO)Nc1cccc([N+](=O)[O-])c1
3) CCCC(=O)Nc1nnc(SCC)s1
4) CC1CCCCN1CC(=O)NC(=O)NCc1ccccc1 (centres undefined)
5) CCc1ccc(-c2nn(-c3ccccc3)cc2CSC(=N)N)cc1
6) Cc1cccc(Nc2nnc(SCC(=O)Nc3ccccc3[N+](=O)[O-])s2)c1
assay / compound | 1 | 2 | 3 | 4 | 5 | 6
LGR2 antag | 10 | 7 | -1 | -2 | 14 | -18
FN deposition inh | -1 | 4 | -7 | 2 | 1 | -3

7) CC(=O)Nc1ccc(/C(C)=N/Nc2nc(Nc3cccc4ccccc34)nc(N3CCOCC3)n2)cc1
8) CN1CCN(S(=O)(=O)c2ccc(NC(=S)NC(=O)C3CCC3)cc2)CC1
9) C/C(CCc1ccccc1)=N\NC(=O)c1ccccc1[N+](=O)[O-]
10) COc1ccc(/C=c2/sc3nc(-c4ccccc4)c(-c4ccccc4)n3c2=O)cc1
11) O=[N+]([O-])c1cccc(CN2[C@@H](Cc3ccccc3)COCCS2(=O)=O)c1
12) CCOC(=O)COc1ccc(/C=C/[N+](=O)[O-])c(OCC(=O)OCC)c1
assay / compound | 7 | 8 | 9 | 10 | 11 | 12
LGR2 antag | -9 | -3 | 0 | 29 | 21 | 12
FN deposition inh | 7 | 5 | -8 | -1 | -5 | -7

Quoted at random: 2 compounds from above.
9) C/C(CCc1ccccc1)=N\NC(=O)c1ccccc1[N+](=O)[O-]
12) CCOC(=O)COc1ccc(/C=C/[N+](=O)[O-])c(OCC(=O)OCC)c1
assay / compound | 9 | 12
LGR2 antag | 0 | 12
FN deposition inh | -8 | -7

Other entries
13) O=C1OC(OC(=O)c2ccccc2Br)C(N2CCOCC2)=C1Cl (centres undefined)
14) CCOC(=O)C1=C(N)N(c2ccccc2)C2=C(C(=O)CCC2)C1c1cccnc1 (centres undefined)
15) CC(C)NC(=O)Nc1ccc2c(c1)C(=O)N([C@H](C)CO)C[C@H](C)[C@@H](CN(C)C(=O)CCCN(C)C)OCCCC[C@@H](C)O2
16) CCCSc1nc2[nH]ncc2c(=O)[nH]1
17) O=C(O)c1ccc(CSc2nc3ccc(N4C(=O)C5C6C=CC(C6)C5C4=O)cc3s2)cc1 (centres undefined)
18) O=C(CN(c1ccccc1)S(=O)(=O)c1ccccc1)Nc1ccccc1C(=O)NCc1ccco1
assay / compound | 13 | 14 | 15 | 16 | 17 | 18
LGR2 antag | 11 | 15 | -13 | -5 | 2 | 7
FN deposition inh | 5 | 0 | -8 | -1 | 2 | -1

19) COc1ccc(-c2cc(-c3nnc(-c4ccncc4)o3)c3ccccc3n2)cc1
20) COc1ccc(/C=C2/SC(=O)N(CC(O)Cn3c4ccccc4c4ccccc43)C2=O)cc1 (centres undefined)
21) c1ccc(-n2nnnc2Sc2ncnc3sc4c(c23)CCCC4)cc1
22) Cc1ccc(C(=O)NCCSC(C)(C)C)cc1[N+](=O)[O-]
23) COc1ccc(/C=N/NC(=S)NC2CCS(=O)(=O)C2)cc1 (centres undefined)
24) Cc1ccc(-c2csc(NC(=S)NC(=O)c3cc4ccccc4o3)n2)cc1
assay / compound | 19 | 20 | 21 | 22 | 23 | 24
LGR2 antag | -8 | 9 | 66* | -32 | -7 | -12
FN deposition inh | -12 | 0 | -4 | -11 | 4 | -2

Ordered by heavy-atom count (descending): part of the list above
20) COc1ccc(/C=C2/SC(=O)N(CC(O)Cn3c4ccccc4c4ccccc43)C2=O)cc1 (centres undefined)
19) COc1ccc(-c2cc(-c3nnc(-c4ccncc4)o3)c3ccccc3n2)cc1
24) Cc1ccc(-c2csc(NC(=S)NC(=O)c3cc4ccccc4o3)n2)cc1
23) COc1ccc(/C=N/NC(=S)NC2CCS(=O)(=O)C2)cc1 (centres undefined)
assay / compound | 20 | 19 | 24 | 23
LGR2 antag | 9 | -8 | -12 | -7
FN deposition inh | 0 | -12 | -2 | 4

Going on with the list:
25) O=C(CC1CCCCC1)NCCOc1ccccc1
26) Cc1nc2ccccc2nc(C)c1=NOCc1ccc(C#N)cc1
27) COc1ccccc1C(=O)Nc1nnc(C)s1
28) Cc1ccc(/C=C/C(=O)NCc2ccccn2)o1
29) O=C1N(c2cccc3ccccc23)C(c2ccccc2)N2CCCN12 (centres undefined)
30) COc1cc(OC)cc(C(=O)NCCC(=O)NCCc2ccc(OC)c(OC)c2)c1
assay / compound | 25 | 26 | 27 | 28 | 29 | 30
LGR2 antag | -14 | -10 | -32 | -11 | 4 | 7
FN deposition inh | 0 | 1 | 5 | -1 | 2 | -5

31) Oc1[nH]c2ccccc2c1/C=N/N1CCCCC1
32) COc1ccc2c3c(n(C)c2c1)[C@@H](CO)N(CC1CC1)CC31CN(C(=O)Nc2ccc(F)cc2F)C1
33) COc1ccc(C(=O)NCCSc2ccccc2)cc1
34) Cc1cccc(-n2c(SCC(=O)NCc3ccco3)nnc2-c2ccco2)c1
35) CC(C)OC(=O)/C(C#N)=C/c1ccc(-c2ccc(SC(F)F)cc2)o1
36) Cc1cc(C)nc(N2CCCC(C(=O)Nc3nc4ccc(S(C)(=O)=O)cc4s3)C2)n1 (centres undefined)
assay / compound | 31 | 32 | 33 | 34 | 35 | 36
LGR2 antag | -5 | 12 | 27 | -23 | 19 | -14
FN deposition inh | -3 | -4 | 2 | 1 | 0 | 4

37) Cc1ccc2nc(C)c(C(=O)N/N=C/c3ccco3)cc2c1
38) CC(C)Cn1c(-c2cc([N+](=O)[O-])ccc2Cl)nc2c1c(=O)[nH]c(=O)n2Cc1ccccc1
39) CCN(CC)CCOC(=O)c1ccc(NC(=O)CNC(=O)C2CCCCC2)cc1
40) CCC1=NC(c2ccc(OC)c(OC)c2)N(O)C1(C)C (centres undefined)
41) Cc1nc(NC(=O)c2ccccc2[N+](=O)[O-])sc1C(=O)N(C)C
42) CCOc1ccc(Oc2cc(NC(=O)c3ccco3)cc([N+](=O)[O-])c2)cc1
assay / compound | 37 | 38 | 39 | 40 | 41 | 42
LGR2 antag | 15 | -32 | -2 | 2 | 0 | -8
FN deposition inh | -1 | 0 | 8 | 5 | 1 | -6

43) COc1ccc(C(=O)N2CCN(c3ccc([N+](=O)[O-])c(-n4nc(C)cc4C)c3)CC2)cc1
44) CCOCCCN1C(=O)CN(C2CCCCC2)C(=O)C1c1ccc(OCC)c(OC)c1 (centres undefined)
45) COCCNC(=S)N/N=C(\C)c1ccccc1O
46) Fc1ccc(-c2ccnc3nc(-n4cccc4)nn23)cc1
47) O=C(CN1CCc2ccccc21)NCc1ccccc1Cl
48) Cn1nc(N)c2c(-c3ccccc3)c(C#N)c(N)nc21
assay / compound | 43 | 44 | 45 | 46 | 47 | 48
LGR2 antag | 17 | -1 | -10 | -9 | -6 | -16
FN deposition inh | 1 | -11 | 4 | 9 | -2 | -1

49) Cc1c(NC(=O)CSc2nnc(Nc3ccccc3)s2)c(=O)n(-c2ccccc2)n1C
50) COc1cccc(/C=N/Nc2nnc(C)n2N)c1OCc1ccccc1Cl
51) O=C(Cc1cccc2ccccc12)NCCC1=CCCCC1
52) COC(=O)c1[nH]c2ccccc2c1NC(=O)c1ccccc1[N+](=O)[O-]
53) CCN(Cc1ccccc1)C(c1cccs1)c1nnnn1C1CCCCC1 (centres undefined)
54) Cc1cccc(NC(=S)NC2CCCC2)c1
assay / compound | 49 | 50 | 51 | 52 | 53 | 54
LGR2 antag | 13 | 11 | 16 | -13 | 11 | 17
FN deposition inh | -1 | 13 | 4 | -10 | -7 | 2

55) Cc1cc(C)n(CC(=O)N/N=C/c2ccccn2)n1
56) CC(=O)c1cccc(NC(=O)C23CC4CC(C2)CC(n2cncn2)(C4)C3)c1
57) O=C(c1cccc([N+](=O)[O-])c1)N1CCOCC1
58) CCOc1ccc(NC(=S)NC(C)c2cccs2)cc1 (centres undefined)
59) Nc1nc(CSC(=S)N2CCN(c3ccccc3)CC2)nc(Nc2ccccc2)n1
60) CC(=O)Nc1ccc(-c2csc(NC(=O)C3CCN(S(=O)(=O)c4cccs4)CC3)n2)cc1
assay / compound | 55 | 56 | 57 | 58 | 59 | 60
LGR2 antag | -9 | 24 | 14 | -6 | -10 | 2
FN deposition inh | 0 | -8 | 5 | 9 | -7 | 0

Entries above containing a furan ring, fused or not:
18) O=C(CN(c1ccccc1)S(=O)(=O)c1ccccc1)Nc1ccccc1C(=O)NCc1ccco1
24) Cc1ccc(-c2csc(NC(=S)NC(=O)c3cc4ccccc4o3)n2)cc1
28) Cc1ccc(/C=C/C(=O)NCc2ccccn2)o1
34) Cc1cccc(-n2c(SCC(=O)NCc3ccco3)nnc2-c2ccco2)c1
35) CC(C)OC(=O)/C(C#N)=C/c1ccc(-c2ccc(SC(F)F)cc2)o1
37) Cc1ccc2nc(C)c(C(=O)N/N=C/c3ccco3)cc2c1
42) CCOc1ccc(Oc2cc(NC(=O)c3ccco3)cc([N+](=O)[O-])c2)cc1
assay / compound | 18 | 24 | 28 | 34 | 35 | 37 | 42
LGR2 antag | 7 | -12 | -11 | -23 | 19 | 15 | -8
FN deposition inh | -1 | -2 | -1 | 1 | 0 | -1 | -6

LGR2 antag, hit marks shown above
cpd | mol | LGR2 antag
21 | c1ccc(-n2nnnc2Sc2ncnc3sc4c(c23)CCCC4)cc1 | 66*

Remaining list, next part.
61) O=C(Nc1ccc(Cl)cc1F)C1CC1
62) C=CCN1C(=O)CSC1=Nc1ccc(O)cc1
63) CC(C)CCn1c(Sc2nc3ccccc3o2)nc2c1c(=O)[nH]c(=O)n2C
64) Cc1cccc(S(=O)(=O)NCCC(=O)OCC(=O)Nc2ccc(C#N)cc2)c1
65) Cc1ccc(C(=O)NCC(=O)NCC(=O)OCC(=O)c2ccc(Br)cc2)cc1
66) O=C(NC(=S)Nc1ccc(N2CCOCC2)cc1)c1ccco1
assay / compound | 61 | 62 | 63 | 64 | 65 | 66
LGR2 antag | -9 | 14 | 1 | 5 | -4 | -3
FN deposition inh | 10 | -1 | 8 | 7 | -4 | -7

67) COC(=O)c1cc(C(=O)Nc2ccc(S(=O)(=O)NC(C)(C)C)cc2)cc([N+](=O)[O-])c1
68) C=CCN1C(=O)CS/C1=N\S(=O)(=O)c1ccc(Cl)cc1
69) COC(=O)[C@@H](NC(=O)Nc1ccc(C(C)=O)cc1)C(C)C
70) Cc1ccc(S(=O)(=O)CCC(=O)OCC(=O)c2c(C)[nH]c3ccccc23)cc1
71) O=C1N=C(N2CCCCC2)S/C1=C\c1cn[nH]c1-c1ccccc1
assay / compound | 67 | 68 | 69 | 70 | 71
LGR2 antag | -4 | -11 | 43 | -7 | ?
FN deposition inh | -12 | -4 | 9 | 10 | -1
